Screening data: PubChem, Southern Research Specialized Biocontainment Screening Center
H37Rv inhibition – M. tuberculosis growth inhibition, HTS (AID 449762). one-dose inhibition, % at 25 µM; IC50 in µM for titrated hits. M. tuberculosis H37Rv growth inhibition, 7H9 media; higher % means a stronger effect. 330,000 tested, 0.59% active; in the data active = a potency from the dose series; inconclusive = inhibition above about 70% without an active follow-up result;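 note: bacterial growth assessed after seven days of incubation; strong numbers were not always called active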
PhoP GFP inhibition – Inhibition of PhoP regulon, Salmonella typhi GFP reporter cells, confirmation, 4 h (AID 1850). Salmonella Typhi PhoP-promoter GFP reporter, fluorescence, 4 h; higher % means a stronger effect. inhibition, % at 50 µM, or IC50 in µM where a hit was titrated. 310,000 tested, 0.33% active; in the data active = a potency from the dose series; inconclusive = inhibition mostly from about 25% at the one dose, without a potency; inactive = the rest, 99 in 100 with inhibition below about 19%;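 note: 0% = induced wells with vehicle and 100% = uninduced wells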
M. tuberculosis – growth inhibition of non-replicating M. tuberculosis (AID 488890); Mycobacterium tuberculosis non-replicating, growth inhibition; higher % means a stronger effect; one-dose inhibition, % at 25 µM; IC50 in µM for titrated hits; 320,000 tested, 0.39% active; in the data active = a potency from the dose series; inconclusive = inhibition mostly from about 82% at the one dose, without a potency; inactive = the rest, 99 in 100 with inhibition below about 76%;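 note: plate controls were DMSO cells for no effect and high antibiotic wells for full effect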
VEEV TC-83 Vero – inhibitors of VEEV TC-83 cytopathic effect, confirmation, Vero cells (AID 588727); Vero cells, VEEV TC-83 cytopathic effect inhibition; higher % means a stronger effect; 350,000 tested, 0.13% active; inhibition, % at 20 µM, or IC50 in µM where a hit was titrated; in the data active = a potency from the dose series; inconclusive = inhibition mostly from about 14% at the one dose, without a potency; inactive = the rest, 99 in 100 with inhibition below about 12%; note: strong numbers were not always called active
H1N1 NS1A inhibition – NS1A inhibition, H1N1 influenza, cell based functional assay (AID 504329). NS1A functional cell-based assay, percent inhibition; higher % means a stronger effect. inhibition, % at 12.5 µM, or IC50 in µM where a hit was titrated. 340,000 tested, 0.3% active; in the data active = a potency from the dose series; inconclusive = inhibition above about 27% without an active follow-up result; note: strong numbers were not always called active
VEEV TC-83 Vero 10K pilot screen – further read-out of VEEV TC-83 Vero, marked with its call; inhibition, %; measured here: 10K pilot screen inhibition
* hit, by the source's call; i = inactive; ? = inconclusive; nt = no result given. The order is random (roughly 1.6% active in at least one column).

Start of the listing, in advance (five entries):
SMILES	H37Rv inhibition	PhoP GFP inhibition	M. tuberculosis	VEEV TC-83 Vero	H1N1 NS1A inhibition	others
CC(OC(=O)CCc1ccccc1)C(=O)Nc1ccc(Cl)cn1 (stereo unspecified)	2%	19%	13%	1.8%	-7%
O=C(COc1c(Cl)cccc1Cl)Nc1ccccc1N1CCCC1	8%	-7%	13%	2.5%	1%
CC(NC(=O)COC(=O)c1ccco1)c1ccccc1 (stereo unspecified)	-1%	4%	-6%	0.7%	3%
Cc1ccc(OC(=S)Nc2ccccc2)c(C)c1	-9%	-6%	-7%	4.1%	-1%
Cc1ccc(C2C3=C(Nc4[nH]n(-c5ccccc5)c(=O)c42)c2ccccc2C3=O)cc1 (stereo unspecified)	8%	2%	58%	nt	nt

The whole of this part, from the first entry:
SMILES	H37Rv inhibition	PhoP GFP inhibition	M. tuberculosis	VEEV TC-83 Vero	H1N1 NS1A inhibition	others
CC(OC(=O)CCc1ccccc1)C(=O)Nc1ccc(Cl)cn1 (stereo unspecified)	2%	19%	13%	1.8%	-7%
O=C(COc1c(Cl)cccc1Cl)Nc1ccccc1N1CCCC1	8%	-7%	13%	2.5%	1%
CC(NC(=O)COC(=O)c1ccco1)c1ccccc1 (stereo unspecified)	-1%	4%	-6%	0.7%	3%
Cc1ccc(OC(=S)Nc2ccccc2)c(C)c1	-9%	-6%	-7%	4.1%	-1%
Cc1ccc(C2C3=C(Nc4[nH]n(-c5ccccc5)c(=O)c42)c2ccccc2C3=O)cc1 (stereo unspecified)	8%	2%	58%	nt	nt
COc1cc(/C=C2/SC(=S)N(Cc3ccccc3)C2=O)ccc1OS(C)(=O)=O	-12%	-5%	-10%	i	10%
CCCOc1ccc(N2C(=O)CC(N(CCCO)C(=O)CC)C2=O)cc1 (stereo unspecified)	-2%	-8%	1%	13%	-19%
CN(C)S(=O)(=O)N(CC(=O)Nc1ccc(F)c(F)c1)c1ccccc1	1%	-6%	5%	0.7%	1%
CCOCCCNC(=O)c1c[nH]c2ccc(OCC)cc2c1=O	8%	16%	0%	1.5%	6%
N=c1sccn1CC(=O)NC(=O)NC1CCCC1	0%	0%	1%	0.1%	-5%
CCc1nc2ccccc2c(=O)n1/N=C/c1ccc(OC)cc1	2%	1%	-11%	i	-5%
CCSc1nc(N)c2c(C)c(C)sc2n1	4%	-14%	63%	0.2%	-3%
CC1=C(C(=O)NCCc2ccc(C)cc2)C2(CCC(C)CC2)OC1=O (stereo unspecified)	-10%	3%	-11%	0.4%	2%
CC[C@H](C)[C@H]1CNC(=S)N1CC1CCN(CCCC2CCCC2)CC1	nt	nt	nt	i	-10%
COc1ccc(N2CCN(CC(=O)Nc3ccc(C)c(C)c3)CC2)cc1	10%	3%	7%	0.3%	13%
COc1ccc(/C(O)=C2/C(=O)C(=O)N(CCN3CCNCC3)C2c2cccc([N+](=O)[O-])c2)cc1 (stereo unspecified)	-8%	6%	-5%	i	-5%
CC1(C)CC(=O)C2=C(C1)Oc1ncn(CCO)c(=N)c1C2c1ccccc1 (stereo unspecified)	0%	-22%	11%	2.8%	2%
CC12CCC(c3c(C(=O)O)nn(-c4ccc(F)cc4)c31)C2(C)C (stereo unspecified)	-4%	-6%	2%	0.2%	3%
CC(C)(C)c1ccc(C(=O)NCCN2CCOCC2)cc1	-3%	6%	2%	i	-19%
CSc1ccc(Cl)c(C(=O)OCC(=O)N(C)CCC#N)c1	-2%	-3%	13%	0.6%	-1%
Cc1cccc(-n2nnnc2SCC(=O)NCC2(N3CCOCC3)CCCCC2)c1C	-7%	nt	55%	6.1%	-7%
COc1cc(/C=C/C(=O)OCC(=O)N2c3ccccc3CC2C)cc(OC)c1OC (stereo unspecified)	-1%	nt	30%	9.3%	-13%
Nc1ccc2c(c1)Cc1cc([N+](=O)[O-])ccc1-2	?	-2%	34%	1.1%	-11%
Cc1ccc(NC(=O)C2CCN(C(=O)c3ccco3)CC2)cc1C	9%	4%	6%	i	3%
CC1(C)Cc2c(cnn2-c2cccc(F)c2)C(NC(=O)c2ccc[n+]([O-])c2)C1 (stereo unspecified)	-4%	-2%	-8%	1.4%	23%

Entries shown so far that contain an NH in an aromatic ring, in the order listed:
SMILES	H37Rv inhibition	PhoP GFP inhibition	M. tuberculosis	VEEV TC-83 Vero	H1N1 NS1A inhibition	others
Cc1ccc(C2C3=C(Nc4[nH]n(-c5ccccc5)c(=O)c42)c2ccccc2C3=O)cc1 (stereo unspecified)	8%	2%	58%	nt	nt
CCOCCCNC(=O)c1c[nH]c2ccc(OCC)cc2c1=O	8%	16%	0%	1.5%	6%

The listing picks up with the 3 entries that preceded the break.
SMILES	H37Rv inhibition	PhoP GFP inhibition	M. tuberculosis	VEEV TC-83 Vero	H1N1 NS1A inhibition	others
Nc1ccc2c(c1)Cc1cc([N+](=O)[O-])ccc1-2	?	-2%	34%	1.1%	-11%
Cc1ccc(NC(=O)C2CCN(C(=O)c3ccco3)CC2)cc1C	9%	4%	6%	i	3%
CC1(C)Cc2c(cnn2-c2cccc(F)c2)C(NC(=O)c2ccc[n+]([O-])c2)C1 (stereo unspecified)	-4%	-2%	-8%	1.4%	23%
Cc1cccc2nc(CSc3ccccc3N)cn12	5%	3%	25%	8.3%	1%
CCOC(=O)C(CC)/C(C)=N\NC(=O)c1ccccc1O (stereo unspecified)	-5%	-4%	8%	1.7%	11%
Cc1nc2nc(COc3ccccc3)[nH]n2c(=O)c1Cc1ccccc1	-3%	-2%	35%	2.0%	3%
O=C(c1ccc(-n2cncn2)c([N+](=O)[O-])c1)N1CCN(S(=O)(=O)c2ccc(Br)cc2)CC1	-6%	-1%	-4%	2.5%	-12%
NC(=O)c1ccc(NC(=O)CSc2nnc(-c3ccc4c(c3)OCO4)o2)cc1	1%	nt	-7%	2.1%	-11%
CCN(C(=O)CSc1nc2ccccc2[nH]1)C1CCS(=O)(=O)C1 (stereo unspecified)	-1%	nt	-4%	4.9%	-7%
COCCC(=O)N1CCC(Oc2ccc(C(=O)N3C[C@@H](C)O[C@@H](C)C3)cc2)CC1	nt	nt	nt	5.1%	-11%
COc1nc(=O)n(C2CCCO2)cc1C (stereo unspecified)	nt	nt	nt	0.4%	-3%
CCCC(C)C(=O)OCC(=O)Nc1ccc(Br)cc1 (stereo unspecified)	3%	-9%	49%	nt	nt
Cc1ccccc1-n1c(C)c(C#N)c(=O)c(-[n+]2ccccc2)c1[S-]	-5%	3%	14%	2.9%	12%
Cc1nc2ncnn2c(Nc2ccc3c(c2)OCO3)c1Cc1ccccc1	-2%	-4%	12%	0.3%	-7%
COC(=O)c1cccc(Nc2ncnc3ccc(C)cc23)c1	47%	6%	28%	2.0%	6%
Cc1cccc(-c2ccc3c(c2)C2CC3CCN2Cc2ccc3c(c2)OCO3)c1 (stereo unspecified)	nt	nt	nt	0.3%	9%
CCOC(=O)c1c(N)c(C#N)cn1-c1ccccc1	0%	-6%	21%	2.1%	12%
Cn1cc(S(=O)(=O)NC2CCCC2)c(=O)n(C)c1=O	-10%	3%	-10%	1.2%	-10%
COC(=O)CC1SC(=O)NC1=Nc1cccc(C)c1 (stereo unspecified)	-2%	17%	-5%	1.2%	2%
O=C(O)C(Cc1ccc(O)cc1)N1C(=O)c2ccccc2C1=O (stereo unspecified)	2%	2%	-2%	1.5%	-12%
CCOc1ccc(NC(=O)c2nc(SCC)ncc2Cl)cc1	-2%	-14%	2%	0.9%	-12%
O=C(Nc1cccc2ccccc12)N1CCC2(CC1)OCCO2	9%	10%	12%	1.0%	-4%
COc1ccc2oc(=O)c(/C(C)=N/Nc3ccccc3)cc2c1	7%	-1%	18%	0.1%	-12%
O=C(Nc1ccn(CCCN2CCN(c3ccccn3)CC2)c(=O)n1)OCc1ccccc1	nt	nt	nt	i	3%
CC1CCCCC1NC(=O)CCCCCn1c(=S)[nH]c2ccccc2c1=O (stereo unspecified)	2%	-1%	2%	0.1%	-7%
CC(C)(C)n1nnnc1C(c1ccc(C(F)(F)F)cc1)N(Cc1ccc(F)cc1)Cc1ccco1 (stereo unspecified)	6%	-11%	-13%	0.4%	1%	VEEV TC-83 Vero 10K pilot screen=0.0
O=C(O)CC(c1ccccc1)N1C(=O)c2ccccc2C1=O (stereo unspecified)	-4%	-7%	-12%	9.1%	2%
COc1ccc(Cc2n[nH]c(=S)n2-c2ccc3c(c2)OCCO3)cc1	14%	12%	0%	0.2%	-6%

(more compounds)
SMILES	H37Rv inhibition	PhoP GFP inhibition	M. tuberculosis	VEEV TC-83 Vero	H1N1 NS1A inhibition	others
O=C(CN1C(=O)NC2(CCOc3ccccc32)C1=O)c1ccc[nH]1 (stereo unspecified)	1%	0%	18%	i	4%
COc1ccc(OCc2nnc(SCC(N)=O)n2N)cc1	-4%	-4%	-7%	0.3%	0%
COc1cc(NC(=S)N2CCN(c3ccccn3)CC2)c(OC)cc1Cl	-1%	-5%	11%	0.6%	-9%
COC(=O)c1cc2c(ccn2-c2ccc(F)cc2)n1Cc1ccc(OC)cc1	?	-2%	32%	5.0%	3%
O=C(COC(=O)c1ccc(O)cc1)Nc1ccc(OC(F)F)cc1	-9%	-2%	-14%	2.3%	-6%
CCCNc1oc(-c2cccc3ccccc23)nc1C#N	-5%	0%	7%	2.8%	0%
Cc1ccc2c(c1)C(c1ccc(F)cc1)N(C(=O)c1cc3ccccc3oc1=O)CC(=O)N2 (stereo unspecified)	-7%	16%	nt	9.3%	11%
CCc1ccc(NC(=O)/C(C#N)=C/c2ccncc2)cc1	-17%	16%	16%	11%	-1%
Cn1c(SCC(=O)N2CCOCC2)nc2cccnc21	-3%	4%	-9%	0.5%	4%
CCOC(=O)Cc1nnc(Nc2cccc(O)c2)c2ccccc12	-1%	-18%	11%	4.4%	9%
CCN(CC(=O)NCc1ccncc1)S(=O)(=O)c1ccc(OC)cc1	-2%	-2%	-2%	i	-11%
CCOC(=O)C1CCN(C(=O)c2cccs2)CC1	7%	-3%	-7%	0.5%	2%
COc1ccc(/C=C/c2nnc(NC(=O)C(C)C)s2)cc1	31%	14%	-1%	?	3%
O=C(Cc1ccccc1)N1CCN(C2CCCCCC2)CC1	-7%	3%	-27%	0.6%	-11%
COc1ccc(C(=O)Nc2cccc(N(C)S(C)(=O)=O)c2)cc1OC	-3%	-5%	-3%	0.6%	8%
Cc1c(Cl)cccc1N1C(=O)CC(N(O)c2ccccc2)C1=O (stereo unspecified)	-3%	10%	30%	7.4%	-2%
O=C1NC(=O)N(Cc2ccccc2)C(=O)/C1=C\N1CCCc2ccccc21	0%	-5%	15%	0.4%	4%
CN(C1CCCCC1)S(=O)(=O)c1ccc(S(=O)(=O)N2CCN(C(=O)c3ccccc3F)CC2)cc1	-7%	-3%	-9%	3.5%	4%
COc1ccc(CCNC(=O)NS(=O)(=O)c2ccc(C)cc2)cc1OC	6%	-7%	-9%	i	-17%
CCCC(c1nnnn1CCc1ccccc1)N1CCC(C(N)=O)CC1 (stereo unspecified)	-10%	-3%	nt	3.9%	2%
CCOC(=O)N1CCN(C(=O)CS(=O)(=O)c2cn(Cc3ccc(Cl)cc3)c3ccccc23)CC1	-2%	1%	-2%	4.7%	26%
O=C(c1cccc(S(=O)(=O)NCc2ccc3c(c2)OCO3)c1)N1CCCC1	5%	nt	-15%	1.8%	-7%
O=[N+]([O-])CC(c1ccccc1)P(=O)(c1ccccc1)c1ccccc1 (stereo unspecified)	-7%	-9%	8%	0.2%	-24%
OCc1cc(CO)c(O)c(CCc2ccccc2)n1	-13%	-8%	nt	i	0%
c1ccc(-c2nnc(N3CCOCC3)nc2-c2ccccc2)cc1	2%	-6%	11%	2.2%	-2%
CCOc1cc(NC(=S)NCCCN2CCOCC2)c(OCC)cc1NC(=O)c1cccc(F)c1	1%	4%	-3%	i	-1%

Sorted by heavy-atom count (smallest number first): part of the list above
SMILES	H37Rv inhibition	PhoP GFP inhibition	M. tuberculosis	VEEV TC-83 Vero	H1N1 NS1A inhibition	others
Cc1c(Cl)cccc1N1C(=O)CC(N(O)c2ccccc2)C1=O (stereo unspecified)	-3%	10%	30%	7.4%	-2%
CCN(CC(=O)NCc1ccncc1)S(=O)(=O)c1ccc(OC)cc1	-2%	-2%	-2%	i	-11%
COc1cc(NC(=S)N2CCN(c3ccccn3)CC2)c(OC)cc1Cl	-1%	-5%	11%	0.6%	-9%
